# Jurkat NFkB inh: inhibitors of the PMA/ionomycin-induced NF-kB reporter in Jurkat cells; PMA/ionomycin-induced NF-kB luciferase reporter, luminescence; inhibition, % at 4 µM; 0.53% of 330,000 active; in the data active means inhibition above about 50%
# XBP1 UPR activ: adaptive UPR (XBP1) activation | CHO-XBP1 luciferase reporter, IRE1-XBP1 UPR activation, luminescence; percent of tunicamycin response, DMSO as zero | 0.33% of 330,000 active | activation, % at 20 µM | AID 463104;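 active means versus positive control, 20 µM dose yields 30% or more activation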;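 further: 100% = tunicamycin at 10 µg/mL and 0% = DMSO only wells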
#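 Assay system: CHO-XBP1 luciferase reporter cells; Schedule: 6 h treatment, 37 °C; Detection: glow luminescence from Steady-Glo reagent; Benchmarks: high control tunicamycin 10 µg/mL final, low control DMSO vehicle only.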
# tim23-1 inh: tim23-1 yeast growth inhibition; S. cerevisiae tim23-1 growth, BacTiter-Glo luminescence, 24 h; inhibition, % at 20 µM; 1.3% of 330,000 active; AID 463212;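 active means growth inhibition of the mutant yeast at or above 50%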;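 further: temperature-sensitive mutant grown at 25 °C; plate controls were DMSO-treated mutant yeast for no effect and medium wells lacking yeast for full effect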
# Mdm2 MdmX PPI: human Mdm2/MdmX binding inhibition; SaOS-2 split-luciferase Mdm2/MdmX complementation, luminescence; inhibition, % at 8 µM; 3% of 330,000 active; O15151+Q00987;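 active means inhibition of at least 50% at 8 µM in the primary screen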
# Target sequence (O15151 whole entry, looked up): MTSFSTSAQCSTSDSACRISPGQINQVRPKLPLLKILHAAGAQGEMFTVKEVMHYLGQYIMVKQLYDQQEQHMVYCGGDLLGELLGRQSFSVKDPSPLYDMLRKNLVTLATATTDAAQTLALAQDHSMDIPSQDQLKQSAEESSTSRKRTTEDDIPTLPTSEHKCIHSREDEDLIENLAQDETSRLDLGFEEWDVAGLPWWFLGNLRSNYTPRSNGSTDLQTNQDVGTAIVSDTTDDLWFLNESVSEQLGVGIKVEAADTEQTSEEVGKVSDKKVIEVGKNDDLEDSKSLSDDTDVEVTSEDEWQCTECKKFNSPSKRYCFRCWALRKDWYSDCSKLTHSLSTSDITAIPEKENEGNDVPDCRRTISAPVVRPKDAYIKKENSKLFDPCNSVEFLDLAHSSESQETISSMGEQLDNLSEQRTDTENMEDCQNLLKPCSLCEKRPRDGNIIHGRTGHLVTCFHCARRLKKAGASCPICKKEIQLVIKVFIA
# Target sequence (Q00987 whole entry, looked up): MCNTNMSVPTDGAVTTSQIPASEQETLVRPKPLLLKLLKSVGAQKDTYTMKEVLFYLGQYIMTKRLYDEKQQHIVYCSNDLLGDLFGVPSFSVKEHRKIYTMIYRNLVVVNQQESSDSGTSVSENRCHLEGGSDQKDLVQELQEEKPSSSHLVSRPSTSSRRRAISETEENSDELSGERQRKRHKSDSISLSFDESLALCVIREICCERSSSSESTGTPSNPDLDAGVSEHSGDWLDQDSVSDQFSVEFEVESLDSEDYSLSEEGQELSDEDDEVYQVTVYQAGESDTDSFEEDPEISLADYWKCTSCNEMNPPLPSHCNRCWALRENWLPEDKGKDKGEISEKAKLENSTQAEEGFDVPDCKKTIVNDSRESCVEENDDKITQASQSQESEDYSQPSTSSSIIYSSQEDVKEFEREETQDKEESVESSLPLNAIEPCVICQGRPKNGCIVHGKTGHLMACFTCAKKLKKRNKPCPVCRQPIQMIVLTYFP
# 697 NFkB inh: inhibitors of the PMA/ionomycin-induced NF-kB reporter in 697 B cells; inhibition, % at 4 µM; 697 B-cell NF-kB luciferase reporter, 16 h; AID 435022; 0.33% of 330,000 active; in the data active means inhibition above about 35%
# UPR CHOP act: apoptotic UPR (CHOP) activation; CHO-CHOP luciferase reporter, luminescence; percent of tunicamycin response over DMSO baseline; activation, % at 10 µM; 0.34% of 330,000 active; AID 449763;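 active means at 10 µM dose, activation of 40% or more, normalized to positive control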;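 further: 100% = tunicamycin at 10 µg/mL and 0% = DMSO alone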
#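 Assay system: CHO cells with stable CHOP pathway luciferase reporter; Buffer or medium: F12 plus 10% serum; Times: 16-18 h cell attachment, then 6 h compound exposure, 37 °C; Signal: luciferase luminescence; Read-out basis: percent activation relative to tunicamycin control; Control set: tunicamycin high control, DMSO low control.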
# tim10-1 inh: growth inhibitors of tim10-1 mutant yeast; S. cerevisiae tim10-1 ts strain growth, BacTiter-Glo, 24 h; inhibition, % at 20 µM; 2.2% of 330,000 active;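 active means inhibition of at least 40%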;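 further: mutant grown at 25 °C; 0% = DMSO wells with yeast and 100% = wells holding no yeast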
# TIM10 inh: TIM10 yeast growth inhibition; inhibition, % at 10 µM; AID 463195; S. cerevisiae TIM10 strain growth, BacTiter-Glo luminescence, 24 h; 1.4% of 330,000 active;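 active means inhibition of 40% or more at the single tested concentration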;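 further: wild-type TIM10 isogenic control strain grown at permissive 25 °C; 0% = DMSO yeast wells and 100% = minimal medium wells without yeast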
# * hit, by the source's call. Rows were taken by chance (roughly 6.6% active in at least one column).
SMILES,Jurkat NFkB inh,XBP1 UPR activ,tim23-1 inh,Mdm2 MdmX PPI,697 NFkB inh,UPR CHOP act,tim10-1 inh,TIM10 inh
O=C(/C(Cl)=C/Nc1ccc(Br)cn1)C(F)(F)F,2,8,38,-12,-2,1.0,21,34
O=c1[nH]cnc2scc(-c3ccc(Br)cc3)c12,-4,-2,13,-11,1,0.1,-6,10
COc1ccccc1CNc1nc2nc(C)c(Cl)c(=O)n2[nH]1,-15,-4,18,-10,-9,-1.7,6,-6
O=C(COc1coc(CN2CCN(c3ccccc3)CC2)cc1=O)Nc1cccc(F)c1,25,-2,-5,-9,14,-0.1,-5,1
O=C(O)c1cccc(N=NN2CCCCCC2)c1,-16,-7,9,-81,-115,-6.4,-7,0
Cc1ccccc1C(=O)NN1C(=O)CSC1=S,0,-1,11,8,-16,3.8,18,-10
CCOc1ccc(NC(=O)Cc2c(C(=O)O)n(C)c3ccccc23)cc1,-18,0,-3,10,9,1.4,15,-11
Cc1ccc(NC(=O)CCC(=O)OCc2ccc(Br)cc2)cc1,-3,-1,6,-7,-4,2.0,26,-6
CCN1CCN(Cc2nnc(-c3ccc(C)cc3)o2)CC1,-4,-1,2,8,5,-2.5,-9,11
O=C(O)c1cccc(NC(=S)NC(=O)c2ccc(-c3ccccc3)cc2)c1,-2,-7,12,-67,-68,-0.6,-6,1
O=C(CNC(=O)C1CCCCC1)NCc1ccco1,-7,-3,-2,6,18,-0.4,-14,9
CCN(CC)CCn1c2c(c(SCC(=O)NCc3ccccc3)nc1=O)CCC2,5,-1,0,-9,6,0.8,7,4
Cc1nnc(NCc2ccco2)s1,9,-1,2,-1,-3,-0.9,7,-6
CCCOc1ccc(N2C(=O)CC(NCc3cccnc3)C2=O)cc1 (stereo unspecified),2,0,9,1,10,-1.0,6,2
O=C(NCc1ccc2c(c1)OCO2)C1CCC(CNc2c(N3CCCCC3)c(=O)c2=O)CC1 (stereo unspecified),1,0,-5,-8,10,-1.7,-6,-15
Cc1cccc(-n2c(C)cc(/C=N\NC(=O)c3ccco3)c2C)c1,-4,7,11,0,-35,7.7,-15,3
COc1ccc(C(=O)C2CCCN(C(=O)c3c4c(nn3C)CCCC4)C2)cc1F (stereo unspecified),-1,-2,17,10,-24,-3.9,32,3
CCN(CC(=O)N1CCCC1)S(=O)(=O)c1ccc(OC)cc1,0,-6,-1,13,1,1.3,-10,-6
O=C(NC(=S)Nc1ccc(Cl)cc1)c1cncc(Br)c1,18,9,1,1,11,1.0,-1,3
CCc1ccc(N2C(=O)c3sc4nnc(C)c(=O)n4c3C2=O)cc1,3,0,-2,-7,-10,2.0,15,1
CCOC(=O)C1CCN(CC(=O)Nc2c(C(=O)OC)n(C)c3cccc(C)c23)CC1,6,0,10,9,-16,1.2,6,0
O=C(NCc1cccs1)C1CC(=O)N(c2ccc(Cl)cc2)C1 (stereo unspecified),-1,0,1,-10,20,-2.2,7,3
COc1ccc(/C=N/n2cnn(Cc3ccccc3Cl)c2=S)cc1,-7,-3,17,12,2,1.3,8,-1
N/C(=N\OC(=O)CCCc1ccccc1)c1ccccc1Cl,-7,-4,49,12,-33,4.5,50*,31
COC(=O)[C@H](Cc1ccccc1)NS(=O)(=O)N[C@@H](Cc1ccccc1)C(=O)OC,-7,0,17,-10,14,1.6,15,0
COc1cc(NC(=O)COC(=O)CNC(=O)C23CC4CC(CC(C4)C2)C3)cc(OC)c1,-6,0,23,-15,-4,0.7,1,-7
Cn1nc([N+](=O)[O-])nc1Sc1nnc(-c2ccccc2)o1,74*,14,-8,100*,-165,5.5,-29,-31
COc1ccc(CN2CCN(C(=O)c3ccc4c(c3)CCC4)CC2)cc1OC,10,1,4,24,4,-0.2,-16,-4
Cc1ccc(NC(=O)CSc2nnc3ccccn23)cc1,-19,-4,8,-15,-6,2.3,8,1
CC(=O)C1=C(C)NC(SCc2cccc3ccccc23)=C(C#N)C1c1ccco1 (stereo unspecified),5,-1,12,16,-7,1.0,12,15
Cc1n[nH]c(C)c1S(=O)(=O)N1CCCC(C(=O)NCC2COc3ccccc3O2)C1 (stereo unspecified),19,1,47,-11,20,-0.8,1,-4
CC(C)Nc1oc(-c2cccc3ccccc23)nc1C#N,-31,16,20,-23,-48,2.6,26,25
N#CCCN1CCN(C2=NC(=O)C(=C3CCCCC3)S2)CC1,2,1,13,-17,13,0.3,21,6
Cc1cs/c(=N\N=C\c2ccc(O)cc2)n1Cc1ccco1,-14,3,42,-50,-62,3.7,39,33
CC(=O)N(C(C)=O)S(=O)(=O)c1ccc(N=NN2CCCCC2)cc1,2,-1,13,-8,16,1.5,-1,4
COc1cc(/C=C/c2cc(C(=O)O)c3ccccc3n2)cc(OC)c1O,7,2,25,-3,2,13,21,25
Cc1nc2cc(NS(=O)(=O)c3ccccc3)ccc2n1C,5,0,-7,0,1,-0.3,9,13
CCOc1ccc(N(CC(=O)NCC2CCCO2)S(=O)(=O)c2ccc(C)cc2)cc1 (stereo unspecified),-2,3,11,-4,-6,2.4,9,17
COC(=O)[C@H](Cc1ccccc1)NC(=O)NCc1ccc(S(N)(=O)=O)cc1,1,2,0,23,-2,-0.9,10,-3
Oc1ccc(Cl)cc1C1=NNC(c2cccs2)C1 (stereo unspecified),-27,9,45,23,-28,3.0,-12,30
CC(=O)NN=C1CCC(c2ccccc2)CC1 (stereo unspecified),4,1,6,-14,12,-0.3,-6,13
CCOc1ccc2[nH]c(S(=O)(=O)CC)nc2c1Cl,8,2,10,17,9,-1.3,-5,-3
CSCCC(NC(=O)c1ccccc1)C(=O)NCC(C)(C)N1CCOCC1 (stereo unspecified),-12,-2,-2,0,2,0.3,-21,-3
CC(C)OP(=O)(c1ccc(N(C)C)cc1)C(Nc1ccccc1)c1cccnc1 (stereo unspecified),-5,-1,24,-37,-18,-1.8,16,8
O=C1Cc2cc(S(=O)(=O)Nc3ccc(F)cc3Cl)ccc2N1,-1,3,9,15,11,-0.4,-3,-2
O=C(Cc1cccs1)N/N=C\c1ccc([N+](=O)[O-])s1,22,3,2,41,-10,4.0,-64,-42
O=C(COC(=O)C1CCN(c2ccc(C(F)(F)F)cn2)CC1)c1ccccc1Cl,-4,-1,14,-3,-12,-1.6,10,0
COc1ccc(/C=C/C(=O)OCC(=O)Nc2cc(S(=O)(=O)N(C)C)ccc2Cl)cc1,-11,-3,16,7,15,1.7,8,-7
Cc1cccc(NC(=O)C2CCN(S(=O)(=O)c3cccc4nsnc34)CC2)c1,0,-2,-6,23,0,0.2,-6,-25
COc1ccc(NC(=S)N=Nc2c(O)[nH]c3ccccc23)cc1,-14,3,5,49,-9,-0.9,13,13
COc1ccc(NC(=O)CNC(=O)c2c(C)nn(C)c2Cl)cc1,-15,1,21,0,-14,-0.9,-10,7
O=C(NCCc1cnc[nH]1)c1cccs1,-9,-1,-10,-25,1,-1.1,15,3
O=[N+]([O-])c1ccccc1S(=O)(=O)Nc1cccc2cccnc12,70*,-8,57*,94*,-90,428*,35,45*
O=C(Nc1ccccc1C(=O)O)c1cccc(NC(=O)c2ccco2)c1,-4,-5,-9,1,6,2.6,-16,0
Cc1cc(-c2ccco2)n(CC(=O)NCc2ccco2)n1,-8,-3,-6,26,11,-2.5,-29,-1
O=C1NN(c2cccc(Br)c2)C(=O)/C1=C\c1ccc(N2CCOCC2)cc1,-5,2,-35,13,-18,3.9,-91,-30
Cc1ccc(C(=O)N2CCN(c3ccccc3F)CC2)cc1S(=O)(=O)N1CCOCC1,2,0,16,-25,15,0.9,21,13
O=C(Nc1ccc(F)cc1)N1CCCCCC1,-7,-5,11,4,19,0.2,-3,1
O=S(=O)(NC1CCCCCCC1)c1ccc(F)cc1,8,-6,39,28,2,-1.3,28,22
CC(=O)c1cccc(NC(=O)COc2ccccc2)c1,-17,-2,3,-2,-46,0.6,-1,2

# (further entries)
SMILES,Jurkat NFkB inh,XBP1 UPR activ,tim23-1 inh,Mdm2 MdmX PPI,697 NFkB inh,UPR CHOP act,tim10-1 inh,TIM10 inh
CCOc1ccc(NC(=O)Nc2nc3ccc(S(C)(=O)=O)cc3s2)cc1,29,-7,6,40,18,8.3,-17,-5
Cc1ccc(C2SCC(=O)N2Cc2cn3ccsc3n2)o1 (stereo unspecified),4,0,21,-12,-6,-0.5,9,8
O=C(Cn1nc(-c2ccc(Cl)cc2)ccc1=O)NCc1ccc2c(c1)OCO2,11,4,6,-18,2,2.2,16,12
CCCNC(=O)CCC(=O)Nc1ncc(-c2ccc(C)cc2)n1C,10,-4,2,-37,3,1.9,6,2
O=C(CNS(=O)(=O)c1cccs1)N1CCc2ccccc2C1,-31,3,7,13,-3,4.5,7,0
CCC(C)C(NC(N)=O)C(=O)Nc1ccc(C)c(Cl)c1 (stereo unspecified),16,-5,3,-11,12,6.8,-4,-6
COc1ccc(C(=O)C2CCN(C(=S)NCCc3ccc(OC)c(OC)c3)CC2)cc1,11,-3,-9,25,-19,-0.9,8,-17
COc1ccc(CSCCc2n[nH]c(=S)n2-c2ccccc2)cc1C,-2,-2,29,8,-2,-0.4,15,5
CCOC(=O)CN1C(=O)C(C)(C)Oc2ccc(C(=O)Nc3ccccc3OC)cc21,-10,0,27,-6,0,-1.8,31,16
CC(=O)c1cccc(N=C2C(=O)Nc3ccccc32)c1,3,2,17,-7,5,-0.6,15,11
CC1c2cc3c(cc2CCN1S(=O)(=O)c1ccccc1)OCCCO3 (stereo unspecified),-6,-1,27,8,-1,1.3,27,-4
CCOC(=O)c1sc(NC(=O)CCc2ccccc2)nc1C,42,5,3,21,-61,1.9,-15,-6
Clc1cccc(CNc2nnnn2-c2ccccc2)c1,10,-3,27,7,-2,1.1,17,3
Cc1cccc(C)c1-n1c(C)cc(/C=N/NC(=O)CSc2ncccn2)c1C,11,0,23,11,10,0.1,18,24
CN(Cc1cccc(F)c1)C(=O)c1ccc(S(=O)(=O)C(F)F)cc1,3,2,17,-12,15,-2.8,18,11
COc1ccc2[nH]cc(CCn3ccc(=O)c(C)c3C)c2c1,-9,-1,-1,8,-15,0.8,25,-22
Cc1ccc(C)c(CNc2ccc(S(=O)(=O)N3CCCCC3)cc2)c1,21,0,24,30,-22,-1.5,24,25
O=C(Cn1ncc2c3ccccc3n(Cc3ccccc3F)c2c1=O)N1CCN(c2ccccn2)CC1,1,-2,23,29,2,1.5,8,7
COc1ncnc(OC)c1S(=O)(=O)NCc1ccccc1,-10,-3,1,-4,8,-1.5,3,-11
CNC(=O)c1cc(S(=O)(=O)NC2CCCCCC2)ccc1C,13,-5,9,26,0,2.6,-9,10

# High-throughput results (PubChem)
